Screening data (PubChem)
HEK293 NOD2/NF-kB: NOD2 signaling inhibitors, cell-based, luminescence, uHTS, HEK293 (AID 1566). inhibition, % at 4 µM; hits with a dose series show EC50 in µM. HEK293 NOD2/NF-kB luciferase reporter, luminescence; higher % means a stronger effect. 290,000 compounds, 0.63% hits; also: many of its hits are not listed in these tables
NOD1 NF-kB reporter: inhibition of NOD1-driven NF-kB reporter – cell-based, luminescence, uHTS, primary screen (AID 1578); one-dose inhibition, % at 4 µM; EC50 in µM for titrated hits; NOD1-driven NF-kB luciferase reporter cells, luminescence; higher % means a stronger effect; 290,000 compounds, 1% hits; in the data active = inhibition mostly above about 36%, no sharp cut-off; inactive = mostly below about 34%;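 also: HEK-293T reporter cells stimulated with the NOD1 agonist gamma-tri-DAP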
KOR beta-arrestin-1: KOR agonists, beta-arrestin recruitment, primary screen, cell-based, luminescence, uHTS (AID 1777); KOR beta-arrestin recruitment, luminescence; higher % means a stronger effect; activation, % at 10 µM, or EC50 in µM where a hit was titrated; 280,000 compounds, 0.02% hits; in the data active = activation above about 50%, passing the limit was not always enough; also: a part of the inactive calls stands beside numbers as strong as those of hits
HIV peptide binding: inhibitors of HIV fusion peptide binding, primary screen, biochemical, uHTS, fluorescence dequenching (AID 1986) | cell-free peptide binding, fluorescence dequenching, 30 min; higher % means a stronger effect | inhibition, % at 20 µM, or IC50 in µM where a hit was titrated | 290,000 compounds, 0.3% hits; in the data active = inhibition mostly above about 52%, no sharp cut-off; inactive = mostly below about 76%; also: some results filed as inactive read as strong as hits
KOR beta-arrestin-2: KOR antagonists, beta-arrestin recruitment, cell-based, luminescence, uHTS (AID 1778) | KOR beta-arrestin recruitment, luminescence, antagonist mode; higher % means a stronger effect | inhibition, % at 10 µM, or IC50 in µM where a hit was titrated | 290,000 compounds, 0.091% hits; also: strong numbers were not always called active
AID2073: inhibitors of Mint1-CaV2.2 protein interaction, biochemical, HTRF (AID 2073) | HTRF protein-protein interaction, Mint1-CaV2.2; higher % means a stronger effect | inhibition, % at 20 µM; hits with a dose series show IC50 in µM | 290,000 compounds, 0.19% hits; in the data active = inhibition mostly above about 51%, no sharp cut-off; inconclusive = no clear call, values can overlap the other calls; inactive = mostly below about 53%; also: some results filed as inactive read as strong as hits
Yfh1-depleted yeast: enhancers of respiration in Yfh1-depleted yeast, dose response, Friedreich's ataxia, plus single-dose screen (AID 1465). S. cerevisiae Yfh1-off respiration, WST-1 reduction, 72 h; higher fold induction means a stronger effect. fold induction at 50 µM; hits with a dose series show EC50 in µM. 220,000 compounds, 0.074% hits;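 active = fold induction of absorbance versus untreated yeast above a set limit, then at least 30% activation at any dose in follow-up; inconclusive = repeats straddling the limit, or above it without dose testing; inactive = fold induction below the set limit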;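 also: activators that raise dye reduction in frataxin-depleted yeast; strong numbers were not always called active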
NS5 inhibitors: flavivirus cap methylation enzyme inhibition – biochemical, confirmation dose response, primary screen (AID 588689); 340,000 compounds, 0.3% hits; one-dose inhibition, % at 25 µM; IC50 in µM for titrated hits; Dengue-2 NS5 methyltransferase capping enzyme assay, biochemical; higher % means a stronger effect; in the data active = a potency from the dose series; inconclusive = inhibition above about 29% without an active follow-up result
West Nile virus CPE: West Nile virus antiviral activity, cell-based, CPE readout (AID 1621); CPE inhibition, % at 10 µM, or IC50 in µM where a hit was titrated; 290,000 compounds, 0.02% hits; West Nile virus-infected cells, CPE inhibition; higher % means a stronger effect; in the data active = a potency from the dose series; inconclusive = CPE inhibition mostly from about 3.7% at the one dose, without a potency; inactive = the rest, 99 in 100 with CPE inhibition below about 2.2%; also: strong numbers were not always called active
NS5 inhibitors pilot replicate: also measured in NS5 inhibitors; calls as there; inhibition, %; measured here: pilot screen replicate inhibition
* marks the source's active call; other numbers are inactive results. Rule as the data show it, unless noted: active = inhibition above about 50%; inactive = the rest.

`CCOC(=O)C1=C(CSc2nc3c(cc2C#N)CCC3)OC(N)=C(C#N)C1c1ccccc1` (configuration not stated) gave HEK293 NOD2/NF-kB 5.2%, NOD1 NF-kB reporter 9.6%, KOR beta-arrestin-1 -4.6%, HIV peptide binding 12.1%, KOR beta-arrestin-2 16.1%, AID2073 30.3%, Yfh1-depleted yeast inactive, NS5 inhibitors 7.7% and West Nile virus CPE -0.6%.
Screening CCOC(=O)c1ccc(NC(=O)c2ccc(NC(=O)c3ccccc3)cc2)cc1 returned HEK293 NOD2/NF-kB -25.1%, NOD1 NF-kB reporter -91.1%, KOR beta-arrestin-1 2.7%, HIV peptide binding 2.4%, KOR beta-arrestin-2 -53.4%, AID2073 20.1%, Yfh1-depleted yeast inactive, NS5 inhibitors 0.7% and West Nile virus CPE -0.3%.
CCN1CCN(C(c2cccs2)C(C)NC(=O)C(=O)N2CCCCC2)CC1 (configuration not stated) was read as HEK293 NOD2/NF-kB -6.2%, NOD1 NF-kB reporter -23.8%, KOR beta-arrestin-1 0.7%, HIV peptide binding 0.0%, KOR beta-arrestin-2 -7.3%, AID2073 26.5%, NS5 inhibitors 3.5% and West Nile virus CPE 0.1%.
CCn1cc(C(=O)OCC(=O)c2cc(C)n(-c3cccc(C(F)(F)F)c3)c2C)c(=O)c2ccc(C)nc21 was read as HEK293 NOD2/NF-kB 1.4%, NOD1 NF-kB reporter 62.7%*, KOR beta-arrestin-1 7.0%, HIV peptide binding -2.0%, KOR beta-arrestin-2 -42.2%, AID2073 -7.5%, Yfh1-depleted yeast inactive, NS5 inhibitors -13.2% and West Nile virus CPE -0.8%.
Screening CN(C)c1ccc(C(=S)N2CCN(Cc3ccccc3)CC2)cc1 returned HEK293 NOD2/NF-kB -15.1%, NOD1 NF-kB reporter -23.0%, KOR beta-arrestin-1 -3.4%, HIV peptide binding -1.3%, KOR beta-arrestin-2 1.2%, AID2073 -5.9%, Yfh1-depleted yeast inactive, NS5 inhibitors 13.4% and West Nile virus CPE -0.5%.
`N#CC1(c2ccccc2)CCC(NCCc2ccccc2)CC1` (configuration not stated) gave HEK293 NOD2/NF-kB -50.4%, NOD1 NF-kB reporter -5.7%, KOR beta-arrestin-1 3.3%, HIV peptide binding 0.8%, KOR beta-arrestin-2 -22.6%, AID2073 2.4%, NS5 inhibitors -7.5% and West Nile virus CPE -0.9%.
COCCNC(C(=O)Nc1cc(Cl)cc(Cl)c1)c1ccccc1 (configuration not stated) was read as HEK293 NOD2/NF-kB -12.9%, NOD1 NF-kB reporter 1.4%, KOR beta-arrestin-1 0.9%, HIV peptide binding 2.1%, KOR beta-arrestin-2 12.9%, AID2073 1.4%, Yfh1-depleted yeast inactive, NS5 inhibitors 0.8% and West Nile virus CPE -1.0%.
`Cc1cc(C)cc(NC(=O)CS(=O)(=O)c2cccc3nsnc23)c1` gave HEK293 NOD2/NF-kB -3.8%, NOD1 NF-kB reporter 2.6%, KOR beta-arrestin-1 3.9%, HIV peptide binding 0.3%, KOR beta-arrestin-2 -70.5%, AID2073 -8.3%, NS5 inhibitors -0.8% and West Nile virus CPE -0.6%.
For C/C(=N\O)c1cc(Cl)ccc1O the results were HEK293 NOD2/NF-kB -2.7%, NOD1 NF-kB reporter -3.3%, KOR beta-arrestin-1 3.9%, HIV peptide binding -2.9%, KOR beta-arrestin-2 20.0%, AID2073 21.0%, Yfh1-depleted yeast inactive, NS5 inhibitors 0.0% and West Nile virus CPE -0.2%.
Screening Brc1ccc(OCCCCN2CCCCC2)cc1 returned HEK293 NOD2/NF-kB -19.4%, NOD1 NF-kB reporter -2.4%, KOR beta-arrestin-1 9.9%, HIV peptide binding 0.2%, KOR beta-arrestin-2 -11.9%, AID2073 37.7%, NS5 inhibitors -6.1% and West Nile virus CPE -1.4%.
`Fc1ccc(N2CCN(c3cnc4ccccc4n3)CC2)cc1` gave HEK293 NOD2/NF-kB -58.2%, NOD1 NF-kB reporter -11.7%, KOR beta-arrestin-1 -2.3%, HIV peptide binding -2.3%, KOR beta-arrestin-2 17.0%, AID2073 4.3%, NS5 inhibitors 6.5% and West Nile virus CPE -0.6%.
Screening CCc1c(C(=O)Nc2ccc(OC)cc2)[nH]c(C)c1C(C)=O returned HEK293 NOD2/NF-kB -9.7%, NOD1 NF-kB reporter -0.3%, KOR beta-arrestin-1 -2.6%, HIV peptide binding 0.3%, KOR beta-arrestin-2 44.7%, AID2073 24.3%, Yfh1-depleted yeast inactive, NS5 inhibitors -15.5% and West Nile virus CPE -1.0%.
`C=CCOc1ccc(/C=C2\SC(=S)N(NS(=O)(=O)c3ccccc3)C2=O)cc1` gave HEK293 NOD2/NF-kB -10.5%, NOD1 NF-kB reporter 1.7%, KOR beta-arrestin-1 1.7%, HIV peptide binding 68.1%, KOR beta-arrestin-2 -53.5%, AID2073 -7.2%, NS5 inhibitors 30.4µM* and West Nile virus CPE -0.1%.
For CCCCC1=CC2=CC(=O)C(C)(OC(=O)CC)C(=O)C2=CN1C1CCCCC1 (configuration not stated) the results were HEK293 NOD2/NF-kB 3.7%, NOD1 NF-kB reporter -7.1%, KOR beta-arrestin-1 -0.8%, HIV peptide binding 1.9%, KOR beta-arrestin-2 14.5%, AID2073 19.7%, Yfh1-depleted yeast inactive, NS5 inhibitors 15.6% and West Nile virus CPE 1.8%.
`CCOC(=O)c1sc2nc(C)nc(NCCc3ccccn3)c2c1C` gave HEK293 NOD2/NF-kB 12.9%, NOD1 NF-kB reporter -6.1%, KOR beta-arrestin-1 1.5%, HIV peptide binding -0.1%, KOR beta-arrestin-2 -21.8%, AID2073 3.3%, Yfh1-depleted yeast inactive, NS5 inhibitors -46.0% and West Nile virus CPE -0.3%.
Screening C(=N\c1nc2ccccc2n1CCN1CCCCC1)/c1cccs1 returned HEK293 NOD2/NF-kB -3.0%, NOD1 NF-kB reporter -4.7%, HIV peptide binding -0.6%, AID2073 -9.0%, Yfh1-depleted yeast inactive, NS5 inhibitors 4.5% and West Nile virus CPE -0.2%.
`Cc1cc(N2CCOCC2)nc2ccc(NC(=S)NCc3ccc4c(c3)OCO4)cc12` gave HEK293 NOD2/NF-kB 4.4%, NOD1 NF-kB reporter 35.3%, KOR beta-arrestin-1 -4.4%, HIV peptide binding -2.9%, KOR beta-arrestin-2 11.1%, AID2073 13.0%, Yfh1-depleted yeast inactive, NS5 inhibitors -12.4% and West Nile virus CPE -0.1%.
`CCOC(=O)c1ccc(NC(=O)c2nc[nH]c2C(=O)NCc2ccccc2)cc1` gave HEK293 NOD2/NF-kB 10.2%, NOD1 NF-kB reporter 1.6%, KOR beta-arrestin-1 0.3%, HIV peptide binding -0.8%, KOR beta-arrestin-2 18.6%, AID2073 48.2%, Yfh1-depleted yeast inactive, NS5 inhibitors -2.5% and West Nile virus CPE 0.1%.
For COC(=O)C1=C(C)N(C)C(=S)NC1c1cc(OC)ccc1OC (configuration not stated) the results were HEK293 NOD2/NF-kB -3.6%, NOD1 NF-kB reporter -35.8%, KOR beta-arrestin-1 1.0%, HIV peptide binding 0.4%, KOR beta-arrestin-2 -13.5%, AID2073 -5.7%, Yfh1-depleted yeast inactive, NS5 inhibitors -11.5% and West Nile virus CPE -0.5%.
CC(C)n1cnc2c(Nc3cccc(Cl)c3)nc(N(CCO)CCCO)nc21 was read as HEK293 NOD2/NF-kB 12.4%, NOD1 NF-kB reporter 9.1%, HIV peptide binding -2.4%, KOR beta-arrestin-2 49.3%, AID2073 10.1%, Yfh1-depleted yeast inactive, NS5 inhibitors -3.2% and West Nile virus CPE -1.0%.
CC(=O)Nc1ccc(C(=O)N/N=C/c2ccccc2OC(=O)c2ccc(Cl)cc2)cc1 was read as HEK293 NOD2/NF-kB 11.3%, NOD1 NF-kB reporter 11.4%, KOR beta-arrestin-1 1.2%, HIV peptide binding -0.7%, KOR beta-arrestin-2 -14.7%, AID2073 4.5%, Yfh1-depleted yeast inactive, NS5 inhibitors -4.8% and West Nile virus CPE -0.3%.
For COc1ccc(-n2cc(C#N)c(=O)[nH]c2=O)cc1 the results were KOR beta-arrestin-1 3.7%, HIV peptide binding -2.1%, KOR beta-arrestin-2 25.4%, AID2073 6.3%, Yfh1-depleted yeast inactive, NS5 inhibitors 6.6% and West Nile virus CPE -0.4%.
Screening O=C(NC(c1ccccc1)c1ccccc1)C1(c2cccs2)CCOCC1 returned HEK293 NOD2/NF-kB 11.6%, NOD1 NF-kB reporter 11.3%, KOR beta-arrestin-1 4.4%, HIV peptide binding 3.3%, KOR beta-arrestin-2 -20.1%, AID2073 2.4%, Yfh1-depleted yeast inactive, NS5 inhibitors -0.3% and West Nile virus CPE -0.5%.
COc1ccc(S(=O)(=O)N2CCCCCC2)cc1C(=O)Nc1ccccn1 was read as HEK293 NOD2/NF-kB 5.0%, NOD1 NF-kB reporter -14.1%, KOR beta-arrestin-1 -5.0%, HIV peptide binding 0.8%, KOR beta-arrestin-2 23.1%, AID2073 inconclusive, NS5 inhibitors 0.7% and West Nile virus CPE 0.1%.
CCN(CC)CCN1C(=O)C(=O)/C(=C(/O)c2ccc(S(=O)(=O)N3CCOCC3)cc2)C1c1ccccc1 (configuration not stated) was read as HEK293 NOD2/NF-kB -2.4%, NOD1 NF-kB reporter -17.8%, KOR beta-arrestin-1 -1.1%, HIV peptide binding -0.3%, KOR beta-arrestin-2 -6.4%, AID2073 -2.6%, NS5 inhibitors 7.5% and West Nile virus CPE 0.0%.
`CC(C)CCOP(=O)(c1ccc(N(C)C)cc1)C(O)c1ccc(C(C)C)cc1` (configuration not stated) gave HEK293 NOD2/NF-kB -4.1%, NOD1 NF-kB reporter -9.3%, KOR beta-arrestin-1 -4.9%, HIV peptide binding -2.0%, KOR beta-arrestin-2 5.8%, AID2073 11.6%, NS5 inhibitors 0.7% and West Nile virus CPE -1.6%.
For Cc1ccccc1N=C1N=C(N)c2ccccc21 the results were HEK293 NOD2/NF-kB 12.9%, NOD1 NF-kB reporter 8.0%, KOR beta-arrestin-1 -1.5%, HIV peptide binding -1.9%, KOR beta-arrestin-2 8.2%, AID2073 11.3%, Yfh1-depleted yeast inactive, NS5 inhibitors -3.2% and West Nile virus CPE -0.6%.
O=C(C1CCC1)N1CCN(c2cccc(C(F)(F)F)c2)CC1 was read as HEK293 NOD2/NF-kB 0.1%, NOD1 NF-kB reporter -50.8%, KOR beta-arrestin-1 -6.7%, HIV peptide binding -0.8%, KOR beta-arrestin-2 6.7%, AID2073 -1.5%, NS5 inhibitors -2.6%, West Nile virus CPE -1.3% and NS5 inhibitors pilot replicate -3.7.
Screening Cc1c(O)ccc(/C=N/Nc2nc(-c3cccnc3)nc3ccccc23)c1O returned KOR beta-arrestin-1 11.1%, HIV peptide binding 4.0%, KOR beta-arrestin-2 -70.1%, AID2073 37.5%, Yfh1-depleted yeast inactive, NS5 inhibitors -0.8% and West Nile virus CPE 3.3%.

This is a subset (hit frequency here may not be typical).
